Screening results from PubChem BioAssay.
KCNK9 inh = inhibitors of human KCNK9 two-pore domain potassium channel. HEK293 KCNK9, FluxOR thallium flux fluorescence; stronger effect = lower value. Q9NPC2. 310,000 compounds, 1.2% hits. B-score at 10 µM;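 active means ratio B-score over 3 SD below the library mean, with starting fluorescence within 5 SD of its mean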;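 further: negative B-score means less thallium flux so channel inhibition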
GSK3beta inhib = inhibitors of human GSK3beta kinase. GST-GSK3beta kinase, ADP-Glo luminescence, 60 min; stronger effect = lower value. activity score (negative = inhibition), % at 10 µM. 300,000 compounds, 0.038% hits. AID 2097;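 active means more than half of replicate wells score below -50%, meaning over 50% inhibition versus plate controls; inconclusive means some replicates but at most half score below -50%; inactive means no replicate scores below -50%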;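 further: 0% = median DMSO wells and -100% = median GW8510 positive control wells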
Target sequence (P49841 whole entry, looked up): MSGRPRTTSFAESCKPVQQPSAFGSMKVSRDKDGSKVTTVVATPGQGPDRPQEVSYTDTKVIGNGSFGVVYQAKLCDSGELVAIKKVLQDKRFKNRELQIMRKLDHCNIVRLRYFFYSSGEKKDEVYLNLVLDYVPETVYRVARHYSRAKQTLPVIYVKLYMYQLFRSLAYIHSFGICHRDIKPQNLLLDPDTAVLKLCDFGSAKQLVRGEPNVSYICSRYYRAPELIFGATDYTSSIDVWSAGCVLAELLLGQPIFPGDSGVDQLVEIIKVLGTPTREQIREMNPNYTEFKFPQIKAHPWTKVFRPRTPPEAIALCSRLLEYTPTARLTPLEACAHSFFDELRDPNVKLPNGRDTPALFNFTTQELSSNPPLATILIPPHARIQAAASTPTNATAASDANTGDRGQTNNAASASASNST
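Assay system: GST-tagged human GSK3beta kinase, cell-free; Input: 1.6 ng GSK3beta; Medium: Tris/MgCl2 kinase buffer; Timing: 60 min enzyme reaction, room temperature; Signal: ADP-Glo luminescence quantifying ADP generated by kinase; Evaluation: score relative to plate controls; Benchmarks: DMSO neutral wells and GW8510 at 20 µM as positive.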
KCNK3 block = human KCNK3 channel inhibition, primary screen; O14649; CHO-KCNK3 thallium flux, FluxOR fluorescence; stronger effect = lower value; B-score at 10 µM; 340,000 compounds, 0.84% hits; AID 602410;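 active means B-score under library mean minus 4 SD, starting fluorescence ratio at most library mean plus 5 SD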;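 further: more negative B-score means stronger inhibition of thallium flux through KCNK3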
hERG protect = hERG (human) protection from proarrhythmic block; Q12809; CHO-hERG, FluxOR thallium flux, dofetilide IC70 present; activation (rescue from dofetilide block), less the hit threshold, % at 10 µM; 310,000 compounds, 0.51% hits; AID 1511;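 active means activation above the mean of controls blocked by dofetilide plus 5 SD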;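 further: thallium influx through hERG after potassium depolarization seen as dye fluorescence rise; in these data hits start at about 4.7%; inactives centre near -7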
PolyA inhibitor = yeast polyadenylation inhibition; 300,000 compounds, 0.02% hits; calls only at 12 µM; S. cerevisiae SKY197-pL101 polyadenylation reporter, beta-gal luminescence; efflux-impaired pdr1/pdr3 knockout yeast; score 100 = 6 SD above DMSO;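 active means lowest replicate activity score at least 50, where 100 means six control SD above control mean; inconclusive means lowest score under 50 but half or more replicates reach 50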;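 further: yeast exposed to compound for 9 h at 30 °C; higher score means more reporter readthrough which indicates perturbed polyadenylation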
KCNQ1 inh = blocks the human KCNQ1 potassium channel; P51787; CHO-K1 KCNQ1, FluxOR thallium flux fluorescence; stronger effect = higher value; B-score at 10 µM; 310,000 compounds, 1.3% hits;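 active means compounds whose thallium flux B-score, printed positive for inhibition, exceeds three library SD while starting fluorescence stays within three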;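 further: channel opened by potassium depolarization with thallium stimulus after 20 min compound exposure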
RGS4 pot = potentiators or activators of RGS4. HEK293 M3R/inducible RGS4, carbachol calcium flux Fluo4; stronger effect = lower value. B-score at 10 µM. 310,000 compounds, 0.92% hits. AID 463111;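 active means B-score of the integrated calcium signal more than 4 SD below the library mean, with starting fluorescence not abnormally high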;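 further: negative B-score means reduced calcium response which marks RGS4 activation or potentiation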
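Test system: HEK293 cells with stable M3R and inducible RGS4; also added: carbachol at ECmax as muscarinic agonist stimulus; schedule: dye loading 30 min 37 °C, buffer rest 30 min RT; technique: kinetic calcium fluorescence imaging with Fluo4-AM dye, 2 µM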
GSK3 alpha inh = inhibitors of human GSK-3 alpha kinase | inhibition, % at 10 µM | P49840 | 320,000 compounds, 0.1% hits | ADP-Glo luminescence, 60 min | AID 2650;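 in the data active means inhibition above about 50%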;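 further: GST-tagged GSK-3 alpha with peptide substrate and 25 µM ATP; 0% = DMSO neutral wells and 100% = GW8510 positive control wells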
Target sequence (P49840 whole entry, looked up): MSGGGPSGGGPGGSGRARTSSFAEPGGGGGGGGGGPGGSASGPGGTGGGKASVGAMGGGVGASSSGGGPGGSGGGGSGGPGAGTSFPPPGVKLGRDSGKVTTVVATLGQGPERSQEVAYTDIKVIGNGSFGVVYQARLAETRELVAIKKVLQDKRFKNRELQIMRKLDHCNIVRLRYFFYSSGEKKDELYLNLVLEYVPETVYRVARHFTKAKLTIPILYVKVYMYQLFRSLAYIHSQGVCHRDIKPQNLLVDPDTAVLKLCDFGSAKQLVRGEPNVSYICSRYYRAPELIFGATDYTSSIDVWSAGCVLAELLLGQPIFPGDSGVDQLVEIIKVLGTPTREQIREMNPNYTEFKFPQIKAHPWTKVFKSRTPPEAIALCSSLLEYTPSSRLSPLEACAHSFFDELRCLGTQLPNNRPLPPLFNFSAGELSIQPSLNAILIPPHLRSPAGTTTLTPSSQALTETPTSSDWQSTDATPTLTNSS
DYRK1A inh = inhibitors of rat Dyrk1A kinase; AID 504441; 310,000 compounds, 0.43% hits; inhibition, % at 12.5 µM; ADP-Glo luminescence, NFATc1 peptide; in the data active means inhibition above about 50%;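 further: plate controls were vehicle with enzyme for no effect and no enzyme for full effect; many of its hits are not listed in these tables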
HDAC3 inhib = human HDAC3 inhibition; O15379; recombinant HDAC3, fluorogenic peptide/trypsin coupled, fluorescence; inhibition, % at 8.3 µM; 320,000 compounds, 0.15% hits; AID 2718; in the data active means inhibition above about 26%, passing the limit was not always enough; inconclusive means no clear call, values can overlap the other calls
KCNQ1 act = potentiators or activators of human KCNQ1 potassium channel; P51787; CHO-K1 KCNQ1, thallium flux FluxOR fluorescence; stronger effect = higher value; B-score at 10 µM; 310,000 compounds, 0.35% hits; AID 2648;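 active means fluorescence ratio B-score, a plate-corrected score, at least three library SD, with initial intensity B-score within 5 SD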
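Assay system: stable KCNQ1 CHO-K1 line; medium: assay buffer, equal DMSO in all wells; timing: 90 min dye loading and 20 min compound exposure, both at room temperature; technique: kinetic FluxOR thallium fluorescence, 10-s 1-Hz baseline, 110-s post-stimulus read; read-out basis: B score of baseline-normalized fluorescence ratio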
* = called active by the depositor; i = inactive; ? = inconclusive; / = no result given.

smiles | KCNK9 inh | GSK3beta inhib | KCNK3 block | hERG protect | PolyA inhibitor | KCNQ1 inh | RGS4 pot | GSK3 alpha inh | DYRK1A inh | HDAC3 inhib | KCNQ1 act
COC(=O)c1sccc1NC(=O)Nc1cccc(C)c1 | i | -2 | i | -9 | i | i | i | 3 | 12 | 10 | i
Cc1nnc(SC(C)C(=O)NC2CCCCC2C)n1N (configuration not stated) | i | -3 | i | -16 | i | i | i | -1 | 13 | -3 | i
COc1ccc(-c2c(C)oc3cc(O)cc(O)c3c2=O)cc1OC | i | 1 | i | -10 | i | i | i | -1 | 0 | 1 | i
CCCN(CCC)C1Sc2ccc(C(=O)OC)cc2NC1=O (configuration not stated) | i | -2 | i | -9 | i | i | i | -1 | 4 | -5 | i
Oc1ccccc1-c1cc(-c2cccc(F)c2)n[nH]1 | i | -4 | i | -14 | i | i | i | 0 | 21 | 6 | i
COC(=O)CSc1nnc(-c2c[nH]c3ccccc23)o1 | i | 0 | i | -3 | i | i | i | -8 | / | 17 | i
CSCCC(NC(=O)OCc1ccccc1)C(=O)NCc1cccnc1 (configuration not stated) | i | 2 | i | -8 | i | i | i | -4 | -4 | -1 | i
Cc1cc(NC(=O)c2ccccc2)nc(C)n1 | i | -3 | i | -12 | i | i | i | 1 | -3 | / | i
CCOc1ccc2nc(SCC(=O)c3ccc(O)cc3O)sc2c1 | i | -3 | i | -2 | i | i | i | 0 | 4 | -2 | i
CCN(Cc1ccccc1)c1ccc(/C=N/NS(=O)(=O)c2cccc([N+](=O)[O-])c2)cc1 | i | -1 | i | -6 | i | i | i | 1 | -2 | 12 | i
CCOc1ccc(NC(=O)N2CCN(c3nc4ccccc4s3)CC2)cc1 | i | 2 | i | -3 | i | i | i | -2 | 6 | -2 | i
CCN(C(=O)C(C)Cl)c1ccccc1 (configuration not stated) | i | 1 | i | -9 | i | i | i | -2 | / | 1 | i
Cc1ccc(OCCCC(=O)Nc2nncs2)cc1 | i | -4 | i | -14 | i | i | i | -5 | -3 | -11 | i
COc1ccc(Cl)cc1/C=N/NC(=O)c1c(-c2ccccc2)noc1C | i | -1 | i | -13 | i | i | i | / | 9 | -2 | i
COc1ccc2[nH]cc(C(=O)CN3CCCCC3C)c2c1 (configuration not stated) | i | -2 | / | -7 | i | i | i | / | / | / | i
CC(CCc1ccccc1)NC(=O)Cc1ccc(Br)cc1 (configuration not stated) | i | -1 | i | -8 | i | i | i | -1 | -1 | -1 | i
Cc1cc(Nc2ccccc2Cl)nc(-c2ccccc2O)n1 | i | 0 | i | -8 | i | i | i | 0 | 5 | 13 | i
COc1cc(/C=C/c2ccc3cccc(O)c3n2)cc(OC)c1OC | i | -1 | i | 3 | i | i | i | 1 | / | -5 | i
C=CCNC(=O)c1cc(-c2ccc3c(c2)OCO3)on1 | i | -2 | i | -4 | i | i | i | -2 | -2 | -1 | i
O=C(COC(=O)c1cc([N+](=O)[O-])ccc1N1CCOCC1)NCCc1ccccc1 | i | 2 | i | -8 | i | i | i | -2 | -6 | 0 | i
Cc1ccc(C)c(NC(=O)COC(=O)COc2cccc3c2OC(C)(C)C3)c1 | i | -20 | i | -14 | i | i | i | -1 | -2 | -2 | i
CCn1c(=O)c(C(=O)CN2CCN(S(=O)(=O)c3ccccc3)CC2)c(N)n(Cc2ccccc2)c1=O | i | -7 | i | -14 | i | i | i | 3 | / | -2 | i
Cc1cc(C(=O)Cn2nc(C(=O)O)c3ccccc3c2=O)c(C)n1CCc1ccc(F)cc1 | i | 2 | i | -17 | i | i | i | -8 | 7 | 8 | i
O=C(CSc1nncn1-c1ccccc1)Nc1cc(F)ccc1F | i | 1 | i | -4 | i | i | i | 1 | 0 | 7 | i
CCCCOc1cccc(-c2nnc(N)s2)c1 | i | 0 | i | -1 | i | i | i | / | 14 | -2 | i
O=C(CSc1nc(=O)n2ccccc2n1)Nc1ccc2c(c1)OCO2 | i | -1 | i | -17 | i | i | i | 1 | -17 | 5 | i
COc1cccc(N2C(=O)C3NN=C(C(=O)CN4C(=O)c5ccccc5C4=O)C3C2=O)c1 (configuration not stated) | i | 0 | i | -3 | i | i | i | -6 | / | 2 | i
O=S(=O)(NCCc1ccc(F)cc1)c1cccc2cccnc12 | i | 1 | i | -5 | i | i | i | -1 | 1 | 0 | i
O=C1CCCN1CC(O)CS(=O)(=O)Cc1ccccc1 (configuration not stated) | i | 2 | i | -4 | i | i | i | -2 | 6 | 1 | i
CC(C)n1c(CCC(=O)O)ccc1-c1ccccc1 | i | 4 | i | -6 | i | i | i | -1 | -4 | -6 | i
Cc1ccc(S(=O)(=O)NC(=O)NCCCN2CCOCC2)cc1 | i | 3 | i | 0 | i | i | i | -2 | -4 | -3 | i
CCOC(=O)c1ccc(NC(=O)C2CCN(S(=O)(=O)c3c(C)nn(C)c3C)CC2)cc1 | i | 2 | i | -8 | i | i | i | 2 | -4 | / | i
Cc1ccc(NC(=O)CSc2nc(N)c3c4c(sc3n2)CSC(C)(C)C4)cc1 | i | 1 | i | -6 | / | i | i | -1 | -8 | -1 | i
Cn1c(CNc2nc3ccccc3n2C)nc2ccccc21 | i | -1 | i | -14 | i | i | i | -1 | -4 | -3 | i
COc1cccc(C(=O)CSc2nc3cccnc3n2C)c1 | i | 0 | i | -3 | i | i | i | -1 | 2 | ? | i
CC(C)C(C(=O)Nc1ccccc1)N1C(=O)c2ccccc2C1=O (configuration not stated) | i | 3 | i | 0 | i | i | i | 3 | -4 | -3 | i
N/C(=N\OC(=O)Cc1cccs1)c1ccc(Cl)cc1 | i | -2 | i | -8 | / | i | i | 2 | / | -1 | i
CCOCCCNCc1cccc(OC)c1 | i | 1 | i | -3 | i | i | i | / | 1 | 14 | i
Cc1ccccc1OCc1nc(-c2ccc(-n3cccc3)cc2)no1 | i | 1 | i | -5 | i | i | i | 1 | -1 | -2 | i
CCC(Sc1nc(C)cc(C)n1)C(=O)Nc1ccc(Cl)cn1 (configuration not stated) | i | 2 | i | -3 | i | i | i | 3 | 15 | -4 | i

3 consecutive entries already listed:
smiles | KCNK9 inh | GSK3beta inhib | KCNK3 block | hERG protect | PolyA inhibitor | KCNQ1 inh | RGS4 pot | GSK3 alpha inh | DYRK1A inh | HDAC3 inhib | KCNQ1 act
CCOCCCNCc1cccc(OC)c1 | i | 1 | i | -3 | i | i | i | / | 1 | 14 | i
Cc1ccccc1OCc1nc(-c2ccc(-n3cccc3)cc2)no1 | i | 1 | i | -5 | i | i | i | 1 | -1 | -2 | i
CCC(Sc1nc(C)cc(C)n1)C(=O)Nc1ccc(Cl)cn1 (configuration not stated) | i | 2 | i | -3 | i | i | i | 3 | 15 | -4 | i

(next part)
smiles | KCNK9 inh | GSK3beta inhib | KCNK3 block | hERG protect | PolyA inhibitor | KCNQ1 inh | RGS4 pot | GSK3 alpha inh | DYRK1A inh | HDAC3 inhib | KCNQ1 act
Cc1ccc(Sc2ncccc2C(=O)NCc2cc([N+](=O)[O-])ccc2O)cc1C | i | 6 | i | -11 | i | i | i | / | -2 | 6 | i
CC(=O)c1cccc(NC(=O)CN(C)S(=O)(=O)c2cccc3nsnc23)c1 | i | 0 | i | -9 | i | i | i | 0 | / | 6 | i
O=C(Cc1ccccc1)Nc1cccc(-c2nnc(-c3ccco3)o2)c1 | i | 1 | i | -13 | i | i | i | 3 | 6 | -16 | i
O=C(Nc1cccc(S(=O)(=O)N2CCCCCC2)c1)C1CCN(C(=O)c2ccc(F)cc2)CC1 | i | -3 | i | -17 | i | i | i | -1 | 11 | -1 | i
CCCCN(C)C(=O)CNC(=O)c1nn(-c2ccc(OC)cc2OC)c(=O)c2ccccc12 | i | -1 | i | -8 | i | i | i | -2 | 5 | -7 | i
COc1cc(CNCc2ccncc2)cc(Br)c1OCc1ccccc1F | i | -1 | i | -19 | i | i | i | -3 | 0 | -7 | i
Cc1ccc2c(C)c(C(=O)NCCN3CCOC3=O)oc2c1C | i | -2 | i | -1 | i | i | i | 2 | 3 | -3 | i
Cc1nc(NCCN)c(C#N)c2c1COC(C)(C)C2 | i | 3 | i | -9 | i | i | i | -3 | 1 | -8 | i
Cc1ccc(Nc2nc(N)nc(CN3CCCCCC3)n2)cc1 | i | -1 | i | -5 | i | i | i | 2 | 2 | 5 | i
Cc1cc(C(=O)Nc2ccccc2Cl)n(-c2ccccc2)n1 | i | -1 | i | -7 | i | i | i | -3 | -2 | 1 | i
CC(C)(C)NC(=O)COC(=O)c1nsc(Cl)c1Cl | i | -1 | i | -3 | i | i | i | 0 | -3 | 4 | i
COc1ccc(CN(Cc2nc3ccccc3c(=O)[nH]2)C(=O)C(C)(C)C)cc1 | i | 5 | i | -7 | i | i | i | 2 | 2 | 0 | i
COc1ccc(NC(=O)c2ccc(-c3csc(C)n3)cc2)cc1 | i | 3 | i | -4 | i | i | i | 4 | / | 2 | i
OC(CNCC1COc2ccccc2O1)COc1ccc(Cl)cc1 (configuration not stated) | i | 3 | i | -14 | i | i | i | -2 | -4 | -5 | i
Cc1ccc(C)c2nc(SCC(=O)NCc3cccs3)c(C#N)cc12 | i | -3 | i | -4 | i | i | i | -1 | 5 | -12 | i
COc1ccc(C(CNC(=O)c2ccc(-c3cccc(C(F)(F)F)c3)o2)N2CCOCC2)cc1 (configuration not stated) | i | 3 | i | -12 | i | i | i | -5 | 22 | -8 | i
C/C(=N\Nc1nc2ccccc2[nH]1)c1ccc([N+](=O)[O-])cc1 | i | -6 | i | -12 | i | i | i | 0 | 1 | -2 | i
CC1(C)CC(NC(=O)C2CCCCC2C(=O)O)CC(C)(C)N1 (configuration not stated) | i | 1 | i | -15 | i | i | i | 9 | 3 | 1 | i
O=C(CCCN1C(=O)/C(=C/c2ccccc2Cl)SC1=S)N1CCCC1 | i | -2 | i | -8 | i | i | i | 8 | 3 | -3 | i
COc1cc(C(=O)N/N=C(\C)c2ccc3c(c2)OCO3)cc(OC)c1OC | i | 3 | i | -4 | i | i | i | -1 | -3 | 6 | i
CCC[n+]1c(C)sc2c(OC)ccc(OC)c21 | i | -1 | i | -18 | i | i | i | 2 | 3 | 2 | i
CCOc1ccc(N2C(=O)C3Sc4[nH]c(=O)sc4C(/C=C/c4ccccc4)C3C2=O)cc1 (configuration not stated) | i | -1 | i | -5 | i | i | i | 10 | -2 | 1 | i

These rows are one share of the data, so the mix of outcomes need not match the whole.
